Screening data deposited in PubChem by several laboratories.
Runt-CBFb FRET = inhibitors of RUNX1 Runt–CBFb binding, primary screen, biochemical, FRET, Cerulean-Runt, Venus-CBFb, uHTS; Runt-related transcription factor 1 (Homo sapiens) + Core-binding factor subunit beta …; Cerulean-Runt/Venus-CBFb FRET ratio 530/480, 1 h; inhibition, % at 20 µM; 0.46% of 220,000 active; AID 1496, 2009;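 active = inhibition over about 50% at 20 µM in the single-dose screen, limit read from the data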;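 note: 0% = DMSO wells and 100% = excess unlabeled CBFb competitor control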
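Reagent – Venus-CBFb binding partner, 100 nM · Assay system – Cerulean-tagged RUNX1 Runt domain (FRET donor) fusion protein · Input – 100 nM per protein · Incubation – two 1 h room-temperature incubations shielded from light · Measured by – FRET fluorescence · Medium – Tris buffer pH 7.5 with salts and BSA · Benchmarks – unlabeled CBFb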
RBBP9 inhibitor = human RBBP9 inhibitors, primary screen, biochemical, fluorescence polarization, FP-Rh probe, HTS. 0.2% of 220,000 active. recombinant RBBP9. AID 1515, 2009. Serine hydrolase RBBP9 (Homo sapiens), O75884. inhibition, % at 7.94 µM;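 active = inhibition above the campaign mean of all tested compounds plus 3 SD, cut at about 14% in these data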;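 note: plate controls were DMSO wells with RBBP9 for no effect and wells lacking RBBP9 protein for full effect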
Target sequence (O75884 whole entry, looked up): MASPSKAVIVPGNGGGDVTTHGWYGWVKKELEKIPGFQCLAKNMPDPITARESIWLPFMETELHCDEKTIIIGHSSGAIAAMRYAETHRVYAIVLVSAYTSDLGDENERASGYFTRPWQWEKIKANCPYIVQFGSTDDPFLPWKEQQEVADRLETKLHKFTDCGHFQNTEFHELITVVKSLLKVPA
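Test system: recombinant human RBBP9. Quantity: 2.5 µM RBBP9 dispensing solution, before mixing. Detection: FP readout at 525/598 nm. Reagent: Serine-hydrolase probe FP-Rh, 375 nM pre-mixing. Measure: % inhibition. Control set: DMSO-treated enzyme wells and wells lacking RBBP9. Buffer or medium: Tris-NaCl-Pluronic buffer, pH 8.0. Times: preincubation 30 min plus labeling 45 min at 25 °C.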
PGE2 EP2 inh = human EP2 receptor antagonists, primary screen, TR-FRET cAMP, C6 glioma cells. Prostaglandin E2 receptor EP2 subtype (Homo sapiens), P43116. C6 glioma cells expressing human EP2; cells stimulated with saturating PGE2. inhibition, % at 25 µM. 0.52% of 260,000 active;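 active = percent inhibition above 40 after rounding to a whole number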;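 note: rat C6 glioma host cells with rolipram phosphodiesterase inhibitor present; the protocol text gives 20 µM as final concentration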
Target sequence (P43116 whole entry, looked up): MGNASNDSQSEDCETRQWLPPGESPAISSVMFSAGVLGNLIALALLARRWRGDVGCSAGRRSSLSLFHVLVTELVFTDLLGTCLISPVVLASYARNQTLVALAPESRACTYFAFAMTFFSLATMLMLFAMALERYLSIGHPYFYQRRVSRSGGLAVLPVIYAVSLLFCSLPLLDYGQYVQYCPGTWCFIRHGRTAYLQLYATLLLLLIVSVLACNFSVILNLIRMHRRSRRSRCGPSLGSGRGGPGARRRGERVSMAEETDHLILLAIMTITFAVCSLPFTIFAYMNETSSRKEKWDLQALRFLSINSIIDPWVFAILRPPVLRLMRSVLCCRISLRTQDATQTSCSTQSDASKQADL
L929 necroptosis = inhibitors of zVAD-triggered necroptosis, primary screen, L929 cells. L929 zVAD necroptosis rescue, ATP luminescence, 24 h; with zVAD 60 µM. viability rescue, % at 10 µM. 0.38% of 220,000 active. AID 1377, 2008;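 active = activation, scaled between plate controls, above about 75%, limit read from the data; inactive = activation under that limit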;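 note: 0% = zVAD with DMSO and 100% = DMSO alone without zVAD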
Runt-SMMHC FRET = inhibitors of RUNX1 Runt–CBFb-SMMHC binding, primary screen, biochemical, FRET, Cerulean-Runt, Venus-CBFb-SMMHC, uHTS; Cerulean-Runt/Venus-CBFb-SMMHC FRET ratio 530/480, 1 h; inhibition, % at 20 µM; 0.74% of 220,000 active; AID 1434, 2008;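 active = mean inhibition across duplicate retests at 20 µM reaching about 50%, limit read from the data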;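 note: 0% = DMSO wells and 100% = wells with excess untagged CBFb-SMMHC; inhibitors lower the FRET ratio by blocking Runt binding to CBFb-SMMHC; some results filed as inactive read as strong as hits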
PERK inhibitor = block of dimerizer-induced PERK translation repression, primary screen, PERK inhibitor project, CHO PERK-DD cells, SEAP luminescence, HTS; inhibition, % at 5.6 µM; CHO PERK-DD fusion, SEAP luminescence translation reporter; Eukaryotic translation initiation factor 2-alpha kinase 3 (Homo sapiens), Q9NZJ5; 0.17% of 220,000 active;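 active = inhibition above the mean inhibition of all tested compounds plus 3 SD, set separately per screening campaign, cut at about 2.9% in these data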;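 note: PERK kinase domain activated by AP20187 dimerizer at 100 nM; 0% = DMSO with dimerizer and 100% = rapamycin at 8.4 µM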
Hck-Nef inh = inhibitors of Nef-activated human Hck kinase, primary screen, biochemical, Z-Lyte FRET, 384-well, Hck-YEEI; Recombinant Hck-YEEI plus Nef, Z-Lyte FRET kinase assay; inhibition, % at 20 µM; 0.68% of 220,000 active; Tyrosine-protein kinase HCK (Homo sapiens), P08631; AID 463187, 2010;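 active = Hck-Nef kinase inhibition above about 50%, limit read from the data; inactive = inhibition below that limit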;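 note: 0% = DMSO with Hck plus Nef and 100% = Hck alone without Nef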
Target sequence (P08631 whole entry, looked up): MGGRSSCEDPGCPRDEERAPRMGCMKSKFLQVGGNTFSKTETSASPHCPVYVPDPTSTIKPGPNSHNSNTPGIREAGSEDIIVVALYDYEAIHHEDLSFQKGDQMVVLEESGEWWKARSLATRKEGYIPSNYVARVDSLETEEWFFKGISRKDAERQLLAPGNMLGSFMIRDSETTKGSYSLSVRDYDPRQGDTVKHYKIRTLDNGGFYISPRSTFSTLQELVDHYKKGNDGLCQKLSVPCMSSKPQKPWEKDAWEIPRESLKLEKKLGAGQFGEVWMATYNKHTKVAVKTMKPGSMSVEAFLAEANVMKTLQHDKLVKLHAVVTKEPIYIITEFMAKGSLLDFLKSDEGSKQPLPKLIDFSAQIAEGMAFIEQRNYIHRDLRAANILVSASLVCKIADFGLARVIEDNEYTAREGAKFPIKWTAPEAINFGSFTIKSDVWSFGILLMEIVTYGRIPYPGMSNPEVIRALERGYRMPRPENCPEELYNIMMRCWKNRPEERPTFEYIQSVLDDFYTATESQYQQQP
TNF death inh = inhibitors of TNF-alpha triggered necroptosis, primary screen, cell-based, Jurkat FADD-/-, single concentration | Jurkat FADD-/- TNF necroptosis rescue, ATP luminescence, 24 h; 0 = TNF only, 100 = no-TNF cells | activation (protection from cell death), % at 10 µM | 0.068% of 220,000 active;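 active = activation, meaning protection from cell death, of at least 50% relative to plate controls; inactive = activation below 50%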;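 note: necroptosis triggered by 40 ng/mL TNF-alpha added together with compound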
EP2 modulator = EP2 receptor modulators, cAMP readout, primary screen, cell-based, HTRF cAMP, PGE2 stimulation | EP2-expressing cells, cAMP HTRF FRET, PGE2 co-stimulation | induction, % at 25 µM | 0.83% of 260,000 active | AID 940, 2007;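 active = compounds whose cAMP rise, as percent of the full-agonist control response, exceeds 60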;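 note: rat C6 glioma line stably carrying human EP2 under a CMV promoter; the protocol text gives 20 µM as final concentration; 100% = response of wells given 1 µM PGE2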
* = called active by the depositor; . = no result given; & = joins results of further samples. The list is partial, so the mix of outcomes need not match the whole.

SMILES	Runt-CBFb FRET	RBBP9 inhibitor	PGE2 EP2 inh	L929 necroptosis	Runt-SMMHC FRET	PERK inhibitor	Hck-Nef inh	TNF death inh	EP2 modulator
Cn1cccc1-c1nc2ccc(NC(=O)c3cccs3)cc2[nH]1	10	5	48*	12	12	1.2	2	-1.0	-12
CSc1ccc(C(=O)C2CCCN(C(=O)c3cccnc3SC)C2)cc1 (stereo not given)	1	-4	10	1.5	91	0.1	19	2.2	-35
CCCn1nnnc1NCc1cccn1C	0	-4	13	-0.4	-5	0.1	0	-2.4	8
N#Cc1cnn(-c2cccc(Cl)c2)c1N	2	-9	3	0.6	-2	0.1	6	-1.3	25
COc1cccc(CSc2nc3ccccc3[nH]2)c1	-1	-4	7	0.3	4	-0.1	0	0.9	22
O=C(O)CSc1nnc(-c2ccncc2)n1C1CCCCC1	0	-7	0	0.9	2	1.1	0	-2.1	18
COc1ccc(S(=O)(=O)N(C)CC(=O)NC2CCCCC2)cc1OC	0	-8	7	-0.8	2	0.0	6	-2.0	11
[O-][n+]1c2c(nn1-c1ccccc1)/C(=N/O)CCC2	0	-1	6	0.0	1	1.4	4	-0.2	9
O=C(O)c1ccccc1SCc1cn2cc(Br)ccc2n1	-3	-7	20	0.3	-6	1.3	-7	0.6	44
O=C(/C=C/c1ccc(Cl)cc1)N1CCN(c2ccccn2)CC1	-4	0	5	-0.1	0	0.6	4	-0.3	7
O=C(CSc1ccc([N+](=O)[O-])cn1)Nc1ccc(N2CCOCC2)cc1	3	0	6	17	-8	1.0	16	0.7	-5
CCCCCc1c(C)nc(SCC(=O)O)[nH]c1=O	2	-11	13	-0.3	2	1.2	0	-1.6	27
Cc1ccc(C)c(N2CCN(S(=O)(=O)c3ccc4c(c3)oc(=O)n4C)CC2)c1	-8	-1	7	0.6	1	1.5	0	-1.4	-27
COc1cc([N+](=O)[O-])ccc1NC(=O)CSc1n[nH]c(C(C)C)n1	2	-2	3	1.3	1	0.3	23	1.1	3
CCN(C(=O)CSc1nnc(Nc2cccc(C)c2C)s1)C1CCS(=O)(=O)C1 (stereo not given)	24	-12	2	1.8	0	0.0	2	3.1	15
COc1ccccc1-n1c(SCC(=O)Nc2cccc3ccccc23)nc(O)cc1=O	0	-21	0	-0.3	3	0.1	-2	-0.6	-1
Nc1nccc(-c2cc(-c3ccc(Cl)cc3Cl)no2)n1	1	-8	3	-1.9	-1	0.3	-3	-29	1
Cn1cnc(C(F)(F)F)c1-c1ccc([N+](=O)[O-])cc1	-3	-8	3	0.7	3	0.6	0	2.6	23
OC1(c2cccc(C(F)(F)F)c2)CCN(Cc2nnnn2Cc2ccccc2)CC1	-8	-8	5	0.6	-4	0.5	18	1.8	22
COc1cc(C)ccc1OCCCOc1c(Cl)cccc1Cl	1	-5	2	0.4	-2	1.0	1	2.0	35
O=C(Nc1ccc(F)cc1F)Nc1ccc(F)cc1F	-1	-2	3	1.1	0	1.2	-9	14	-46
CC1CN(CCCCN2C(=O)c3ccccc3C2=O)CC(C)O1 (stereo not given)	-3	-6	2	2.7	-3	0.3	24	1.9	14
NC(=O)COC(=O)c1ccc(-c2ccc(O)cc2)cc1	-1	-8	9	-0.2	-2	1.8	19	-1.5	-33
O=C(CNC(=O)c1ccco1)OCc1ccc(C(=O)Oc2ccccc2)cc1	-2	-4	19	1.2	-4	-0.3	-18	-5.8	30
Cc1nc(C(Cl)(Cl)Cl)nc2[nH]ccc(=O)c12	-1	-1	5	0.2	-2	0.4	27	-2.3	-13
The results go on:
SMILES	Runt-CBFb FRET	RBBP9 inhibitor	PGE2 EP2 inh	L929 necroptosis	Runt-SMMHC FRET	PERK inhibitor	Hck-Nef inh	TNF death inh	EP2 modulator
O=C(C1CCN(c2nc3nonc3nc2N2CCCCC2)CC1)N1CCOCC1	2	2	3	-1.4	-2	1.4	4	-0.3	21
O=C(CCn1nnc2ccccc2c1=O)N[C@H](C(=O)O)c1ccccc1	0	-7	2	-0.4	5	0.4	-1	-0.8	14
O=C(COC(=O)c1c[nH]c(=O)[nH]c1=O)NCc1ccccc1	3	6	11	0.3	0	0.7	9	-0.1	4
O=C(NNC(=S)Nc1cccc(C(F)(F)F)c1)c1ccccc1Cl	3	-1	8	0.9	6	0.4	3	0.2	-6
Cc1ccc(/C(O)=C/C(=O)C(=O)NC23CC4CC(CC(C4)C2)C3)cc1	2	-2	10	1.5	3	0.6	4	1.0	-19
C/C(=N\NC(=O)Nc1ccccc1)c1ccc2ccccc2c1	-1	1	6	0.8	-2	1.0	5	1.4	-60
Brc1csc(/C=N/Nc2nc3ccccc3s2)c1	-4	8	4	76*	-16	0.8	-1	7.0	-11
Cc1cccc(Oc2c([N+](=O)[O-])c(=O)n(C)c3ccccc23)c1	32	5	28	-0.1	17	0.5	27	-5.0	-17
O=C(Oc1cccnc1)c1cccc(Cl)c1	-2	4	5	0.8	-1	0.8	1	-2.1	9
COc1ccc(NC(=O)CN(c2ccccc2)S(=O)(=O)N(C)C)cc1OC	-1	10	18	-0.2	-2	1.4	5	-1.0	-5
COc1ccc(-c2nnn(CC(=O)N(CCO)C(C(=O)NC3CCCC3)c3ccc(F)cc3)n2)cc1 (stereo not given)	-1	-5	9	-0.2	-6	-1.1	2	-4.3	-11
COC(=O)c1cc(NC(=O)CSc2nnc(N)s2)ccc1Cl	1	-8	3	-0.3	-8	-0.5	20	-0.9	-16
CNC(=S)NNC(=O)c1cc(C(C)(C)C)nn1Cc1ccc(F)cc1	0	-3	10	-0.3	-2	1.2	-3	-0.3	-11
CC1=NN(C(=O)Cn2ccc([N+](=O)[O-])n2)C(O)(C(F)(F)F)C1 (stereo not given)	-1	-2	5	-0.2	-1	1.6	2	-0.9	20
COc1ccc(CCN(C)CCN2C(=O)c3ccccc3C2=O)cc1OC	-1	-1	9	0.0	6	0.4	2	-1.7	15
Cc1ccc(C(=O)c2ccccc2C(=O)OCC(=O)NCCc2ccc(Cl)cc2Cl)cc1	-3	-12	9	-1.1	-3	-0.2	-18	-1.9	-9
CCOc1ccccc1NC(=O)Cn1nnc(C(=O)NCCc2ccc(OC)c(OC)c2)c1N	-3	-14	3	8.2	0	0.1	28	0.3	-16
Cc1nc2c([N+](=O)[O-])c(C)c(C)cc2[nH]1	0	-3	0	1.5	2	1.3	25	-1.0	-20
COC(=O)C1=C(SC)N(c2ccc(OC)cc2)C(c2ccccc2)CC1=O (stereo not given)	0	-7	16	0.0	4	-1.9	1	-0.4	26
O=C(CN1C(=O)C2CCCCC2C1=O)N1CCN(c2ccc(F)cc2)CC1 (stereo not given)	1	-11	13	14	2	-0.7	13	0.6	-43
CCN1CCN(Cc2nc3c(c(=O)n(C)c(=O)n3C)n2C(C)C(C)=O)CC1 (stereo not given)	-2	-15	3&8	0.8	2	0.5	-1	0.2	9&1
O=c1cc(CSc2ccc(Cl)cc2)[nH]c2[nH]n(-c3ccccc3)c(=O)c12	8	-10	11	1.7	0	-0.7	17	0.9	21
Brc1cccc(-c2nnc(SCc3nc4ccccc4[nH]3)o2)c1	-1	-4	.	0.5	-3	-0.1	3	-2.3	-29
Cc1nc(N)sc1-c1csc(Nc2ncccn2)n1	39	13	6	26	32	0.5	29	-17	11
Cc1nc2ccccn2c1C(=O)CSc1cccc(Cl)c1	-2	-3	2	-0.9	-4	-0.8	15	-1.0	-29
(listing goes on)
SMILES	Runt-CBFb FRET	RBBP9 inhibitor	PGE2 EP2 inh	L929 necroptosis	Runt-SMMHC FRET	PERK inhibitor	Hck-Nef inh	TNF death inh	EP2 modulator
CCCN(CCC)CCNS(=O)(=O)c1ccc2c(c1)CCN2C(=O)C1CCC1	0	-12	10	0.7	4	-1.0	1	-1.9	19
Cc1cc(Br)ccc1NC(=O)c1cnc(N2CCN(c3ccccn3)CC2)c2ccccc12	.	2	12	1.2	4	0.1	24	-4.7	-20
O=C(CCC1CCCN(Cc2ccncc2)C1)NCc1ccc(F)c(F)c1 (stereo not given)	0	-8	7	0.5	-2	-0.5	14	1.0	-15
O=C(Nc1ccccc1)ON=C1CCCC1	0	-5	2	1.3	4	1.1	5	2.6	4
O=c1c2cc(Cl)ccc2nc(-c2ccccc2)n1O	0	-5	2	1.9	1	0.6	31	0.3	20
COc1ccc(OCC(=O)NC2CC(C)(C)NC(C)(C)C2)cc1	-2	-6	13	0.8	-7	-0.2	1	1.2	22
COC(=O)CCCC(=O)NC(C)c1cnn(-c2ccccc2C)c1C (stereo not given)	-1	-12	7	3.5	0	-0.2	24	0.1	23
CCCC(=O)N1CCN(c2ccc([N+](=O)[O-])cc2Cl)CC1	3	5	9	1.1	4	0.7	0	1.6	-35
CC(C)Cc1nc(SCC(=O)Nc2nnc(CC(C)C)s2)n[nH]1	0	1	4	4.3	0	-0.1	11	-0.1	11
COCCNC(=S)NNc1ccccc1[N+](=O)[O-]	11	1	4	3.1	0	1.2	25	-1.1	7
COc1ccc(S(=O)(=O)NCC2CCCN(C(=O)c3cccs3)C2)cc1 (stereo not given)	-1	-8	5	2.4	1	-0.7	11	1.7	-7
CC(NC(=O)COC(=O)c1ccccc1Nc1ccccc1)c1ccccc1 (stereo not given)	0	-2	8	1.4	0	0.3	4	-1.7	25
COc1ccc2c(Cl)c(C(N)=O)sc2c1	-2	-5	13	28	1	0.5	1	1.5	-16
COc1cccc2cc(C(=O)N3CCCCC3C)c(=O)oc12 (stereo not given)	0	-2	2	-0.2	3	0.4	6	0.9	13
CN1CCc2c(sc3c2c(=O)n(-c2ccccc2)c2nncn32)C1	1	-10	5	-0.4	5	-0.2	2	-3.8	8
NC(=O)[C@H]1CC2(CC(c3cccc(NC(=O)[C@H]4CCC(=O)N4)c3)=NO2)CN1C(=O)c1cc([N+](=O)[O-])cc([N+](=O)[O-])c1 (stereo not given in full)	1	.	21	-0.4	1	.	36	1.2	11
